DYRK1A inh = blocks rat Dyrk1A kinase activity; Q63470; inhibition, % at 12.5 µM; actives 0.43% (n = 310,000); ADP-Glo luminescence, NFATc1 peptide; in the data active = inhibition above about 50%;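 note: plate controls were vehicle with enzyme for no effect and no enzyme for full effect; many of its hits are not listed in these tables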
Active calls of the source: *; & = joins results of further samples.

SMILES	DYRK1A inh
CC(C)N=C(N)N=C(N)Nc1ccc(Cl)cc1	0
O=C1C=CC(=O)N1Cc1ccncc1	7
CC(NC(=O)c1ccccc1)C(=O)Nc1ccccc1 (stereo not given)	5
O=C1c2ccccc2[C@@H]2C[C@H](NC34CC5CC(CC(C5)C3)C4)[C@@H](O)CCN12	-2
CC(=O)C1(O)CCC2C3CCC4CC(O)CCC4(C)C3C(=O)CC21C (stereo not given)	-1
N#Cc1ccc(C(=O)NN2C(=O)NC3(CCCCC3)C2=O)cc1	-1
Cn1c(=O)c2[nH]c(CCNC(=O)c3ccccc3)nc2n(C)c1=O	3
N#Cc1ccc(COC(=O)C2CC(=O)N(CCc3ccccc3)C2)cc1 (stereo not given)	2
OCC1OC(n2ccc3c(SCc4ccccc4)ncnc32)C(O)C1O (stereo not given)	-2
CCn1cc(C2C3=C(CC(C)(C)CC3=O)N(c3ccc(C)cc3)C3=C2C(=O)CC(C)(C)C3)c(C)n1	4
CC1CCc2c(sc(NC(=O)CSc3nc(N)cc(=O)[nH]3)c2C(N)=O)C1 (stereo not given)	2
CC1CC(=O)N(CCc2ccccc2)C(=O)C1	-2
O=c1[nH]nc(-c2n[nH]c(=O)o2)o1	1
CN(Cc1ccccc1)C(=O)c1ccc(NC(=O)Cc2ccc(NC(=O)C3CCN(C(=O)C4CCCCC4)CC3)cc2)cc1	-4
CC1CCCC(NC(=O)NC(=O)COC(=O)C2=NN(c3ccccc3)C(=O)CC2)C1C (stereo not given)	-3
Cc1ccc2c(CSc3nc4ccccc4c(=O)n3CCCO)cc(=O)oc2c1	-5
CC(=O)c1cc2c(cc1NC(=O)c1ccc(-n3nc(C)cc3C)cc1)OCO2	-1
CC(=O)OCC1=C(C(=O)O)N2C(=O)[C@@H](NC(=O)Cc3ccccc3)[C@H]2SC1	-8
Cc1c(C(=O)c2ccc3c(c2)OCO3)ccc2c1OCO2	9
COc1cc(CCc2ccccc2)c(C(=O)O)c(O)c1C/C=C(/C)CCC=C(C)C	1
O=C(COC(=O)c1cc[n+]([O-])cc1)Nc1ccc([N+](=O)[O-])cc1C(F)(F)F	7
Cc1cc(/C=C2/C(=N)N3C(c4ccccc4)=CSC3=NC2=O)c(C)n1-c1ccc(Cl)cc1	8
Cc1cccc(CC2(O)C(=O)Nc3ccccc32)n1 (stereo not given)	-6
CC(OC(=O)c1ccc([N+](=O)[O-])o1)C(=O)Nc1nc(-c2ccc(F)c(F)c2)cs1 (stereo not given)	19
CC(C)C(=O)N[C@@H]1c2ccccc2CC[C@H]1OCc1ccccc1	0
COc1ccccc1C1CC(=O)Oc2c(C(C)C)ccc(C)c21 (stereo not given)	0
Cc1ccc(C(=O)OCC(=O)NCc2cccc(Cl)c2)cc1S(=O)(=O)N1CCCCC1	1
CC(COc1ccccc1)OC(=O)Nc1ccccc1 (stereo not given)	0
Nn1c(-c2cccc(O)c2)nnc1-c1cccc(O)c1	8
CCOc1ccc2nc3cc(N=Nc4ccc(N)nc4N)ccc3c(N)c2c1	6
CCCSc1nc(N)nc2c1ncn2C1OC(CO)C(O)C1O (stereo not given)	6
COC1=NC2=NCCN2C(OC)=N1	-6
Cc1ccc(CNC(=O)COc2cccc3c2OC(C)(C)C3)cc1	7
CCOc1ccc(C(=O)NC2C(=O)N3C(C(=O)O)=C(COC(C)=O)CSC23)cc1OCC (stereo not given)	3
O=C(OC(c1ccccc1)c1nccc2ccccc12)c1ccccc1 (stereo not given)	0
CC(C)C[C@H]1CNC(=S)N1CC1CCN(CC2CCC(C(C)(C)C)CC2)CC1 (stereo not given in full)	-5
CC[C@]12c3[nH]c4cc(CCC(=O)N(C)C)ccc4c3CCN1C(=O)[C@@H](CC(=O)NCCc1ccccn1)C[C@@H]2C(=O)N1CCN(C(=O)C2CC2)CC1	0
CC[C@]12C(=O)N(C)C[C@H]([C@@H]3C(=O)N(C)C(=O)[C@@H]31)N2C(=O)c1ccc(C(C)(C)C)cc1	0
COC(=O)c1cc2c(n(Cc3ccccc3)c1=O)CCCC2=O	4
CCC1([N+](=O)[O-])COC(c2ccc(C(C)C)cc2)OC1 (stereo not given)	-3
N#Cc1ccc(CCc2ccccc2)[nH]c1=O	10
COc1ccc(S(=O)(=O)N2CCN(C(=O)c3ccccn3)CC2)cc1	-1
CC1CCCCC12NC(=O)N(CC(=O)OCc1ccccc1Cl)C2=O (stereo not given)	4
COc1cc(C(=O)NC2CCN(C)CC2)ccc1Nc1ncc2c(n1)N(C1CCCCC1)CCC(=O)N2C	40
Cc1ccc(S(=O)(=O)N2CCOCC2)cc1C(=O)NCc1ccccn1	-2
Cc1ccc(C(c2ccc(C)c(C)c2)C(O)C2OC(=O)C(O)C2O)cc1C (stereo not given)	4
Cc1ccc(C(=O)N2[C@@H]3CN(C)C(=O)[C@@]2(Cc2ccccc2)[C@H]2C(=O)N(Cc4ccccc4)C(=O)[C@@H]32)cc1	4
O=C1CCC[C@@H]2CC(N3CCCCC3)C[C@@H]3CCN1[C@H]23 (stereo not given in full)	-2

3 of the compounds above, comma-delimited.
canonical_smiles,DYRK1A inh
Cc1ccc(C(=O)N2[C@@H]3CN(C)C(=O)[C@@]2(Cc2ccccc2)[C@H]2C(=O)N(Cc4ccccc4)C(=O)[C@@H]32)cc1,4
O=C1CCC[C@@H]2CC(N3CCCCC3)C[C@@H]3CCN1[C@H]23 (stereo not given in full),-2
CC[C@]12C(=O)N(C)C[C@H]([C@@H]3C(=O)N(C)C(=O)[C@@H]31)N2C(=O)c1ccc(C(C)(C)C)cc1,0

Next entries.
SMILES	DYRK1A inh
Cc1ccc(C(=O)OCC(=O)c2ccc(CC(=O)N3CCOCC3)s2)c(C)c1	-4
Cc1cccc([C@H]2[C@@H]3C=CC[C@@H](C)[C@@H]3C(=O)N2Cc2ccccc2)c1	2
O=C1NC(=S)SC1=Cc1cc(Br)ccc1O	84*
OCC(O)C1OC(c2ccccc2)OC(CO)C1O (stereo not given)	8
OC[C@H]1O[C@@H](Oc2ccc(O)cc2)[C@H](O)[C@@H](O)[C@@H]1O	-12
COc1cc(C2CC(=O)Oc3ccc(C(C)(C)C)cc32)cc(OC)c1OC (stereo not given)	-1
CC(C)(CCc1ccccn1)C(=O)C(CCc1ccccn1)CCc1ccccn1	2
O=S(=O)(c1cc(C(F)(F)F)ccc1Cl)N1CCN(c2ncnc3ccccc23)CC1	-2
O=C(NN=Cc1ccc(O)cc1)C(=O)NN=Cc1ccc(O)cc1	4
COc1cc2cc(c1Cl)N(C)C(=O)CC(OC(=O)C(C)N(C)C(C)=O)C1(C)OC1C(C)C1CC(O)(NC(=O)O1)C(OC)C=CC=C(C)C2 (stereo not given)	-2
NC1=NC(=O)C(c2ccccc2)(c2ccccc2)S1	-3
O=c1cc(-c2ccccc2)oc2cccc(O)c12	12
Nc1nnc2cc(Cl)ccc2n1	4
COc1cc(N2C(=O)C=CC2=O)ccc1N1C(=O)C=CC1=O	-2
Cc1ccccc1N=C1C(=O)Nc2ccccc21	2
OC1COCOC1C(O)C1OCOCC1O (stereo not given)	-1
CN1C[C@@H]2[C@@H]3C(=O)N(C)C(=O)[C@@H]3[C@](C)(C1=O)N2C(=O)c1ccc(C(F)(F)F)cc1	4
COc1ccc(CN2c3c(Br)cccc3C(=O)CS2(=O)=O)cc1	0
Cc1cccc(C2=NN(c3ccccc3)[C@@H](C(=O)N3CCOC3=O)[C@@H]2c2ccc(F)cc2)c1	-2
COC(=O)C1CC(O)C(O)C(O)C1 (stereo not given)	0
O=C(Nc1ccc(F)cc1)c1ccccc1NC(=O)C1CCCCC1C(=O)O (stereo not given)	-8
COCCN(C(=O)c1cc(S(=O)(=O)N2CCCCC2)ccc1Cl)c1c(N)n(CC(C)C)c(=O)[nH]c1=O	2
O=C(CCl)N(O)c1ccc(C=Cc2ccccc2)cc1	-3
CCc1nc(SCc2cc(=O)[nH]c3ccccc23)c2c(C)c(C)sc2n1	-10

A different layout for some results above.
DYRK1A inh | SMILES
-10 | CCc1nc(SCc2cc(=O)[nH]c3ccccc23)c2c(C)c(C)sc2n1
-2 | Cc1cccc(C2=NN(c3ccccc3)[C@@H](C(=O)N3CCOC3=O)[C@@H]2c2ccc(F)cc2)c1
0 | COC(=O)C1CC(O)C(O)C(O)C1 (stereo not given)
-2 | COc1cc(N2C(=O)C=CC2=O)ccc1N1C(=O)C=CC1=O

(continued)
SMILES	DYRK1A inh
COC(=O)c1ccc(COC(=O)c2ccc(C)c(S(=O)(=O)N3CCCCC3)c2)cc1	8
CCCCn1c(N)c(N(CCOC)C(=O)c2oc3ccc(Br)cc3c2C)c(=O)[nH]c1=O	9
CC(=O)C1=C(O)C(CSCc2ccccc2)N(C)C1=O (stereo not given)	10
Nn1c(Cc2ccccc2)nnc1Cc1ccccc1	0
CN(CC(=O)Nc1c(Cl)cccc1Cl)C(=O)CNC(=O)c1sc2ccccc2c1Cl	3
CC(C)CC1NC(=O)N(CC(=O)Nc2ccc(OC(F)F)cc2)C1=O (stereo not given)	5
O=C(NNC(=O)c1ccncc1)Nc1cc(Cl)ccc1Cl	9
CC(=O)Nc1ccc(C=NNc2nnc(NN=Cc3ccc(NC(C)=O)cc3)c3ccccc23)cc1	2
CC1CC2(C)C(=CC1=O)CCC1C2C(O)CC2(C)C1CCC2(O)C(=O)CO (stereo not given)	1
Cc1cc(C)n2nc(SC(C)C(=O)N3CCOCC3)nc2n1 (stereo not given)	3
Oc1ccc(Cl)cc1Sc1cc(Cl)ccc1O	28
CN(C(=O)c1cccc(NC(=O)Cc2ccc(NC(=O)C3CCCN(C(=O)C4CCCC4)C3)cc2)c1)C1CCCCC1 (stereo not given)	-2
C[n+]1c2cc(N)ccc2cc2ccc(N)cc21	12&25
C=C(c1ccc2nc(NC(=O)OC)[nH]c2c1)c1cccs1	41
CC1=CC(C)(C)NC(=S)N1c1cccc(Cl)c1	2
O=S(=O)(O)c1cc(O)c2cc(Nc3ccccc3)ccc2c1	2
Cc1ccccc1C(=O)N1CCC(C(=O)Nc2ccc(S(=O)(=O)N3C(C)CCCC3C)cc2)CC1 (stereo not given)	3
Cc1ccc(NS(=O)(=O)N2CCCCC2)cc1	2
O=S(=O)(Nc1ccc(Br)cc1)c1cccc(NS(=O)(=O)c2cccs2)c1	-1
Cc1ccc(C(=O)OCC(=O)NC2CCCCCC2)c(C)c1	13
CN(CC(=O)Nc1ccc(OC(F)(F)F)cc1)C(=O)c1ccccc1SCC(=O)N1CCCC1	1
CCN(CC)C(=O)[C@H]1CC(CC(=O)NCCCN(C)C)C(=O)N2CCc3c([nH]c4ccc(OC)cc34)[C@]12C (stereo not given in full)	-6
CCOC(=O)C(Cc1ccnc2ccccc12)=NO	24
O=C(NNCc1ccccc1)c1ccccn1	3

Quoted at random: 4 records from the list, in no set order.
SMILES	DYRK1A inh
O=S(=O)(Nc1ccc(Br)cc1)c1cccc(NS(=O)(=O)c2cccs2)c1	-1
Cc1ccc(C(=O)OCC(=O)NC2CCCCCC2)c(C)c1	13
Cc1ccc(NS(=O)(=O)N2CCCCC2)cc1	2
CC1=CC(C)(C)NC(=S)N1c1cccc(Cl)c1	2

The list continues.
SMILES	DYRK1A inh
CCOC(=O)C1CCCN(C(=O)c2ccc(Cl)c(S(=O)(=O)N3CCc4ccccc43)c2)C1 (stereo not given)	6
NC(N)=NCCCS(=O)(=O)Nc1ccc(Nc2c3ccccc3nc3cc([N+](=O)[O-])ccc23)cc1	15
O=C(Nc1ccc(OC(F)F)cc1)c1cc(S(=O)(=O)N2CCOCC2)ccc1N1CCCC1	0
CCCCN(C(=O)c1ccc(-n2nc(C)cc2C)cc1)c1c(N)n(CCC)c(=O)[nH]c1=O	9
O=C1C2CCC(C2)C1CN1CCOCC1 (stereo not given)	4
CCn1cc(C(=O)NC2CCCC2)c(=O)c2cc(S(=O)(=O)N3CCOCC3)ccc21	-4
CC(C)[C@@H](CO)N(C)S(=O)(=O)c1ccccc1Br	1
CCC(C)Cn1cnc2c(SCc3ccccn3)nc(N)nc21 (stereo not given)	4
CCOC(=O)C1(C)Oc2ccccc2C(c2ccc(OC)cc2)=C1C(=O)OC (stereo not given)	-2
N[C@@H](Cc1ccc(F)cc1)C(=O)O	-7
Cc1ccc(-n2c(SCC(=O)O)nc3sc4c(c3c2=O)CC(C)(C)SC4)cc1	4
COc1ccc(C2/C=C\CC(NS(=O)(=O)c3ccc(C)cc3)CC(=O)N2Cc2ccccc2F)cc1 (stereo not given)	0
CC12CCC(=O)N1C(C(=O)Nc1nccs1)CS2 (stereo not given)	6
O=C(COC(=O)c1ccc(F)c(S(=O)(=O)N2CCOCC2)c1)c1ccc(Br)cc1	-1
Cc1c(C(=O)N2CCN(S(=O)(=O)c3ccccc3)CC2)oc2ccccc12	2
CN1CCOC1c1ccc(C2OCCN2C)cc1 (stereo not given)	3
COc1ccc(C=CC(O)CCN2CCC3CCC(C3)C2)cc1 (stereo not given)	3
O=C(CCSCCC(=O)NN=Cc1ccc(F)cc1)NN=Cc1ccc(F)cc1	-3
CC(C)Cc1nnc(N)s1	1
O=C(CCc1ccco1)CCc1ccco1	4
COc1ccc(C=C2SC(=S)NC2=O)cc1	76*
CCOc1ccc(OCCCC(=O)Nc2cc(S(=O)(=O)N3CCOCC3)ccc2N2CCOCC2)cc1	9
Clc1ccc2nc(CSc3nnc(-c4c[nH]c5ccccc45)o3)cn2c1	10
COc1cc(OC)c(C(=O)OCC(=O)Nc2cccc(S(=O)(=O)NC3=NCCCCC3)c2)cc1OC	1
Cc1cc(Cl)ccc1OCc1nnc(-c2ccccc2C)o1	-4

High-throughput results deposited in PubChem by Broad Institute.

This is a subset, so the mix of outcomes need not match the whole.
